FUS suppressor = qHTS for Suppressors of FUS Proteinopathy: Primary screen using FUS-linked yeast assay | S. cerevisiae FUS-expressing, growth rescue, OD600, 24 h | Potency, µM (highest dose often 76.6 µM), for inactives: at the top dose growth rescue (activation), actives largely listed as activators | actives 0.24% (n = 390,000) | AID 1347120, 2019;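 also: potency is read from the fitted curve at half-maximal effect; plate controls were DMSO vehicle for no effect and reference control for full effect; nearly all actives have a fitted effect of over 55% in size; some results filed as inactive show a strong effect at the top dose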
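Compound concentration series was pinned onto galactose-induced FUS-expressing yeast seeded at OD 0.005. Plates sat 24hr at 30C; absorbance at 600 nm gave growth. DMSO served as background control.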
aSyn yeast inh = qHTS of alpha-syn Inhibitors. AID 652106, 2013. Yeast expressing alpha-synuclein, growth rescue, BacTiter-Glo, 24 h. actives 0.14% (n = 370,000). Potency, µM (titrated, usually from 46.1 µM), for inactives: at the highest dose growth rescue (activation), usual class: activators; also: potency is read from the fitted curve at half-maximal effect; % of control where 0% means no effect; nearly all actives have a fitted effect of over 65% in size
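Rescue of yeast growth: cells expressing toxic alpha-synuclein, induced in galactose at OD600 0.02, incubated with compound 24 h at 30 C. ATP luminescence quantified growth; inhibitors of toxicity appear as activators.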
PTHR1 ag = qHTS for PTHR1 Agonists: Primary Screen | Parathyroid hormone/parathyroid hormone-related peptide receptor (Homo sapiens), Q03431 | HEK293 GP2 PTHR1 cells, GloSensor cAMP luminescence, 1 h | Potency, µM (highest dose often 115 µM), inactives show at the top dose activation, actives largely listed as activators | actives 0.075% (n = 410,000); also: potency is read from the fitted curve at half-maximal effect; nearly all actives have a fitted effect of over 55% in size; some results filed as inactive show a strong effect at the top dose; inactives centre near -15; many of its hits are not listed in these tables
Target sequence (Q03431 whole entry, looked up): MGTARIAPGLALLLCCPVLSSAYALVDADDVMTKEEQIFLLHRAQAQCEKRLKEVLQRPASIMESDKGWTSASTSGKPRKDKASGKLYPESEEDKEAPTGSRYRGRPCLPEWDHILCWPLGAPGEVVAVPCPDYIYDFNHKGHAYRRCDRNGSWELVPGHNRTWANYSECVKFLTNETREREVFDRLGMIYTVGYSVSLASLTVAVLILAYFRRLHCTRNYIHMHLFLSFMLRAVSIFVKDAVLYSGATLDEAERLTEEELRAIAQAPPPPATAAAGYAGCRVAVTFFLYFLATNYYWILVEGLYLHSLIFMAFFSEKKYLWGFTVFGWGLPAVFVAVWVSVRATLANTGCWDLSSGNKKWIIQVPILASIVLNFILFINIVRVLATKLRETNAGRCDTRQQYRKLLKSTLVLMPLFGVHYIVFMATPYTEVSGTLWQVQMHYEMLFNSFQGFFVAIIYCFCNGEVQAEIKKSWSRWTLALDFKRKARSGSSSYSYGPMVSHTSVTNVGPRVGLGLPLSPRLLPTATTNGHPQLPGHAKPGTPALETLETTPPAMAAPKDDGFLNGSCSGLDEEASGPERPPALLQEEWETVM
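HEK-293-derived GP2 cells expressing PTHR1 and a GloSensor cAMP reporter, 3,000/well, plated overnight, given luciferin plus IBMX (each 0.5 mM as added) for 1 h at 37 °C, then compound for 1 h at 37 °C. Luminescence was read after 15 min at room temperature.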
MmCpn inh = Inhibitors of TCP-1 ring complex (TRiC) of Methanococcus maripaludis (MmCpn): qHTS. Chaperonin Mm-Cpn (Methanococcus maripaludis). purified Mm-Cpn ATPase, ADP Transcreener TR-FRET. Potency, µM (highest dose often 76.9 µM), for the others: top-dose activity, negative = inhibition, usual class: inhibitors. actives 0.031% (n = 330,000); also: potency is read from the fitted curve at half-maximal effect; % is scaled to controls: 0 for no effect and ±100 for the full control effect; nearly all actives have a fitted effect of over 80% in size
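Inhibition of chaperonin ATP hydrolysis is measured as reduced ADP production, detected by competitive TR-FRET in which signal falls with ADP. Final enzyme 25 nM and ATP 10 uM, reacted 30 min at 37°C.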
Abeta rescue = qHTS for compounds that reverse cellular toxicity of Amyloid beta (A-beta) peptide in yeast: Primary Screen | yeast expressing A-beta42, growth rescue, OD600, 48 h; response scale: 0% DMSO, 100% iron-clioquinol control | Potency, µM (top dose mostly 46.1 µM), for inactives: at the highest dose growth rescue, most hits filed as activators | actives 0.063% (n = 410,000); also: potency is read from the fitted curve at half-maximal effect; nearly all actives have a fitted effect of over 55% in size
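Yeast A-beta toxicity model in growth medium with pinned compounds, 48 h at 30 C; growth read as absorbance at 600 nm. Normalized to FeCl3/clioquinol equimolar mix (positive) and DMSO (negative).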
TDP-43 yeast inh = qHTS of TDP-43 Inhibitors | TDP-43 expressing yeast growth rescue, BacTiter-Glo, 24 h | Potency, µM (doses to about 46.1 µM), without a hit: at the highest dose growth rescue (activation), actives largely listed as activators | actives 1.8% (n = 410,000); also: potency is read from the fitted curve at half-maximal effect; % of control where 0% means no effect; nearly all actives have a fitted effect of over 50% in size
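Yeast expressing TDP-43 (pregrown in raffinose, seeded at OD600=0.02 in galactose medium) exposed to compounds 24 hr at 30 deg C. Growth read by BacTiter-Glo luminescence; rescue of toxicity appears as increased signal.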
pAkt inh = HTS Assay for Inhibitors of Akt Phophorylation: Primary Screen; AID 651550, 2012; Neuro2A IGF-stimulated pAkt S473 HTRF, 20 min; stronger effect = lower value; actives 0.32% (n = 360,000); activity change, % for hits at 50 µM; in the data active = activity change below about -80%; inconclusive = mostly about -51% to -80%; also: % is scaled to controls: 0 for no effect and ±100 for the full control effect
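Neuro2A cells (4,500/well, DMEM with 0.5% FBS) were treated with compound at a single 50 µM final concentration, stimulated with 6 nM IGF for 20 min at 37 °C, and lysed. Phospho-Akt Ser473 was read by HTRF as 665/615 ratio ×10^4.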
HEK293 tox = qHTS of GLP-1 Receptor Inverse Agonists: Cytotox Screen. actives 0.13% (n = 410,000). HEK293 cAMP-luciferase reporter cells, luminescence, 24 h. Potency, µM (highest dose often 38.3 µM), inactives show top-dose activity change, negative = inhibition, most hits filed as inhibitors;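 also: loss of luciferase light is scored as toxicity; potency is read from the fitted curve at half-maximal effect; % is scaled to controls: 0 for no effect and ±100 for the full control effect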
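1536-well qHTS counterscreen of the MLSMR; 200 cells/uL, 12 h pre-incubation, 23 nL cpd, 24 h at 37 deg C 5% CO2, luciferase detection reagent, 12 min RT, luminescence. Inhibition = undesired.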
GLP1R inv ag = qHTS of GLP-1 Receptor Inverse Agonists (Inhibition Mode) | Glucagon-like peptide 1 receptor (Homo sapiens), P43220 | HEK293 GLP-1R CRE-luciferase, luminescence, 24 h; GLP-1R form is constitutively active | Potency, µM (highest dose often 38.3 µM), for inactives: at the highest dose activity change, negative = inhibition, most hits filed as inhibitors | actives 1.6% (n = 410,000) | AID 624417, 2012; also: potency is read from the fitted curve at half-maximal effect; % is scaled to controls: 0 for no effect and ±100 for the full control effect; nearly all actives have a fitted effect of over 55% in size
Target sequence (P43220 whole entry, looked up): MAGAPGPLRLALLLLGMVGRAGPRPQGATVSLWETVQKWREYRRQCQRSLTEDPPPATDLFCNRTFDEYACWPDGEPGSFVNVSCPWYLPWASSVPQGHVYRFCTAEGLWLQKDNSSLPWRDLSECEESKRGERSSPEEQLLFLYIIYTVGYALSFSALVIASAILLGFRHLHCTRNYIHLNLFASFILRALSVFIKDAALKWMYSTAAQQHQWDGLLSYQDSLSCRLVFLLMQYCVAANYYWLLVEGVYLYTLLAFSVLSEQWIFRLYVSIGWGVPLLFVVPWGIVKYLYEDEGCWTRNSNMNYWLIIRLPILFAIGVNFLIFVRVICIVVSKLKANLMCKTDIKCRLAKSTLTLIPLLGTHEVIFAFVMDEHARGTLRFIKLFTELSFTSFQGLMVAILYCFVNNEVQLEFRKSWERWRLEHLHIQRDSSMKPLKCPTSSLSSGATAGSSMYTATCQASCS
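Assay principle: reduced luminescence from a cAMP-responsive reporter in HEK293 cells co-expressing a constitutively active GLP-1R. Conditions: 24 hr compound incubation, 37 deg C, 5% CO2.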
* hit, by the source's call; i = inactive; ? = inconclusive; . = no result given; & = joins results of further samples; [ ] = another dose, or the depositor's remark. Unless noted, calls follow the shape of the dose curve; as a rule, active = well fitted curve in the direction sought with a large enough effect; inconclusive = small, poorly fitted or top-dose-only effect, or another doubt; inactive = no such curve, though single readings can be large; an effect the other way counts as inactive or inconclusive. A portion of the library, so the mix of outcomes need not match the whole.

SMILES | FUS suppressor | aSyn yeast inh | PTHR1 ag | MmCpn inh | Abeta rescue | TDP-43 yeast inh | pAkt inh | HEK293 tox | GLP1R inv ag
COc1ccccc1N1CCN(CC(=O)Nc2ccccc2C(=O)NC(C)c2ccccc2)CC1 (configuration not stated) | . | -3% | i | -3% | -8% | 9% | i | -6% | ?
Cc1ccc(S(=O)(=O)N2C[C@H]3C(=O)C[C@@H](c4ccccc4F)N(S(=O)(=O)c4ccc(C)cc4)[C@H]3C[C@H]2c2cccc3ccccc23)cc1 | 30% | 1% | -12% | . | 6% | 0% | i | 2% | -3%
NC(=O)c1ccc(NC(=O)c2ccc(CN3CCOCC3)cc2)cc1 | 7% | 3% | i | -1% | 4% | 10% | i | 5% | -2%
O=C(CNC(=O)c1cccs1)N=Nc1c(O)[nH]c2ccc([N+](=O)[O-])cc12 | -1% | -2% | 4% | -3% | . | 0% | i | -10% | 33%[activator]
O=C1N=c2ccccc2=C1c1sc(Nc2ccc(O)cc2)nc1O | 37% | -2% | -6% | -1% | -1% | -16% | i | -5% | 38%[activator]
Cc1ccc(CN(C)CCc2ccccn2)cc1 | 31% | 0% | 23%[57.5 µM] | . | -2% | -17% | i | -2% | -12%
O=C(/C=C\c1ccco1)Nc1ccc(N2CCN(C(=O)c3ccccc3)CC2)cc1 | . | 0% | -54%[inhibitor] | -2% | 6% | 24% | i | -24% | 7%
CCOC(=O)c1cc2c(c(CCO)n1)[C@@H](CCO)N(S(=O)C(C)(C)C)C2 (some centres not stated) | -9% | 0% | -1% | . | -2% | 21% | i | -1% | 13%
Cc1cc(C(=O)Nc2ccc(N3CCOCC3)cc2)c2ccccc2n1 | 30% | 0% | -27% | -2% | 15% | 15% | i | -2% | 1%
CC1(NC(=S)Nc2ccc(NC(=S)NC3(C)CCS(=O)(=O)C3)cc2)CCS(=O)(=O)C1 (configuration not stated) | -20% | -7% | -8% | 2% | 12% | 5% | i | 6% | 1%
O=C(Nc1cccc([N+](=O)[O-])c1)N(c1ccccc1)c1ccccc1 | . | 1% | -9% | . | 2% | -13% | i | 4% | ?
CC(C)(C)NC(=O)[C@@H]1CN(Cc2cccnc2)CCN1C[C@@H](O)C[C@@H](Cc1ccccc1)C(=O)N[C@H]1c2ccccc2C[C@H]1O | -22% | 5% | -5% | . | -10% | 17% | i | -1% | 23%
CCc1ccc(C2NC(c3ccc(CC)cc3)C([N+](=O)[O-])C(C)(C)C2[N+](=O)[O-])cc1 (configuration not stated) | 13% | 3% | -20% | -2% | 27% | 21% | i | 1% | ?
COCCNC(=O)CSc1nnc(-c2ccc(C)cc2)c(-c2ccc(C)cc2)n1 | 27% | 2% | i | 1% | -11% | -10%[9.22 µM] | i | -8% | ?
O=C(NCCc1ccccc1)c1ccc2c(c1)N(Cc1ccccc1)C(=O)CS2=O (configuration not stated) | ? | 3% | -21% | 2% | 12% | 13% | i | -7% | -10%
COc1ccc(C2C(C(=O)N3CCN(c4ccc(OC)cc4)CC3)c3ccccc3C(=O)N2C)cc1 (configuration not stated) | 22% | 5% | i | 1% | 0% | 13% | i | ? | -26%
Cc1cccn2c(=O)cc(COc3ccc(NC(=O)C(C)Oc4ccccc4)cc3)nc12 (configuration not stated) | 24% | . | -17% | . | 5% | 10% | . | -7% | 0%
CCCCn1c(N)c(N(CCOC)C(=O)C2CCCN(C(=O)c3ccc(Cl)cc3)C2)c(=O)[nH]c1=O (configuration not stated) | 13% | 3% | -4% | 0% | 1% | 15% | i | -3% | 25%
COc1cccc(Nc2cc(-c3ccccc3)nc(C)n2)c1 | 7% | . | -21% | . | 21% | 29% | . | 3% | ?
COc1ccc(S(=O)(=O)N2CCC3(CC2)CC(=O)c2ccccc2O3)cc1OC | 0% | -5% | -18% | 1% | 5% | 3% | i | -8% | 24%
Cc1ccc(Nc2c(-c3cccc(Cl)c3)nc3cccc(C)n23)cc1 | 5% | . | i | . | -24% | 26% | . | 2% | -22%
O=C(N/N=C/c1ccc(O)cc1)c1cc(-c2ccccc2)nc2ccccc12 | -7% | 0% | i | 1% | -13% | 1% | i | 0% | -22%
CC(=O)C1CCC2C3CCC4CC(=O)CCC4(C)C3C=CC12C (configuration not stated) | 4% | -5% | -2% | . | -20% | 21% | i | 0% | ?
COc1ccc2c(c1OC)C(=O)OC2Nc1ccc(S(=O)(=O)N=C(N)N)cc1 (configuration not stated) | 6% | -9% | i | -1% | 0% | -1% | i | 1% | 13%
CCOC(=O)C1CCN(C(=O)c2ccc3c(c2)OCCO3)CC1 | -29% | -10% | i | 0% | -11% | 5% | i | 4% | 11%
Cc1ccc(Cn2ccc(NC(=O)c3noc4c3CCCC4)n2)cc1 | 12% | -14% | i | -2% | -5% | -20% | i | -13% | 6%
CC1=C(C(=O)Nc2ccccc2)C(c2cccn2C)n2ncnc2N1 (configuration not stated) | -14% | -1% | i | . | -9% | 14% | . | 0% | 8%
N#CC1(Cc2ccc(Cl)cc2)c2ccccc2C=CN1C(=O)c1ccccc1 (configuration not stated) | 12% | 12% | i | -2% | 26% | 14% | i | 15% | 7.9µM*
CCCCNc1nnc(SCC(=O)c2c(N)n(C3CC3)c(=O)[nH]c2=O)s1 | -5% | 3% | i | -5% | 2% | 16% | i | 2% | 9%
O=[N+]([O-])c1cccc(S(=O)(=O)N2CCN(c3ccccn3)CC2)c1 | -18% | 1% | i | 0% | -6% | 0% | i | -2% | -4%
COC(=O)c1c(NC(=O)Nc2ccc(Cl)cc2)sc(C)c1C | -25%&13% | 0% | i | 1% | 2%&7% | 0%&8% | i | -8%&-3% | -9%&-7%
COC(=O)c1ccc2c(c1)c(-c1ccccc1)c(-c1ccccc1)n2C | -7% | -10% | -26% | 0% | 7% | 22% | i | -4% | 17%
Cc1cc(C)cc(-c2nnc(SCC(=O)c3c(N)n(C4CC4)c(=O)[nH]c3=O)o2)c1 | -6% | 5% | i | -9% | 13% | 21% | i | -9% | 7%
CC(=O)N(C)Cc1ccc(C(=O)CSc2nnc(C3CC3)n2C2CC2)cc1 | . | 0% | -24% | 1% | -1% | 13% | i | 10% | -1%
CCC(NC(=O)c1cccc(Cn2nc(C)c([N+](=O)[O-])c2C)c1)c1ccc(C(C)C)cc1 (configuration not stated) | 3% | 1% | i | 0% | 13% | -16% | i | -3% | 0%
CSc1ccc(CCNC(=O)c2ccc3c(c2)nc2n3CCOC2)cc1 | 8% | . | i | . | -1% | 15% | . | -4% | 20%
COc1ccc(OC)c(S(=O)(=O)Nc2cc3c4c(c2)C(C)C(=O)N4CCC3)c1 (configuration not stated) | 10% | -4% | i | -2% | -4% | -24% | i | 21% | 44%[activator]
O=C(COc1ccccc1Cl)Nc1cc(NC(=O)COc2ccccc2Cl)cc(C(=O)O)c1 | 22% | -1% | -12% | 4% | 14% | 2% | i | -5% | ?
COc1ccc2[nH]cc(CCNC(=O)C3CCCCC3)c2c1 | 33% | -1% | 27% | 0% | 4% | -14% | i | -5% | -8%
Cc1[nH]ncc1Nc1c(C(C)C)cccc1C(C)C | 19% | 14% | -14% | . | -30% | 11% | i | 2% | ?

In a second layout: 2 of the compounds above
SMILES,FUS suppressor,aSyn yeast inh,PTHR1 ag,MmCpn inh,Abeta rescue,TDP-43 yeast inh,pAkt inh,HEK293 tox,GLP1R inv ag
Cc1cc(C)cc(-c2nnc(SCC(=O)c3c(N)n(C4CC4)c(=O)[nH]c3=O)o2)c1,-6%,5%,i,-9%,13%,21%,i,-9%,7%
CC(=O)N(C)Cc1ccc(C(=O)CSc2nnc(C3CC3)n2C2CC2)cc1,.,0%,-24%,1%,-1%,13%,i,10%,-1%

Next part
SMILES | FUS suppressor | aSyn yeast inh | PTHR1 ag | MmCpn inh | Abeta rescue | TDP-43 yeast inh | pAkt inh | HEK293 tox | GLP1R inv ag
COC(=O)N(C)C[C@@H]1OCc2cnnn2CCCC(=O)N([C@@H](C)CO)C[C@@H]1C | -11% | -1% | -12% | . | -12% | 11% | i | 13% | 11%
CCN(C(=O)Cn1c(=O)nc(-c2ccccc2)c2cc(Cl)ccc21)c1cccc(C)c1 | -11% | . | i | . | -19% | 18% | . | 0% | 3%
CCC(c1nnnn1-c1ccc2c(c1)OCCO2)N1CCN(Cc2c(F)cccc2Cl)CC1 (configuration not stated) | -9% | -3% | -31%[inhibitor] | . | 22% | 14% | i | -22% | ?
COc1ccccc1NC(=O)c1cc(C(=O)O)ccc1C(=O)O | ? | 0% | -1%[57.5 µM] | 0% | -5% | 11% | i | -5% | -3%
COC(=O)c1ccc(Cn2cc([N+](=O)[O-])cn2)cc1 | -6% | -1% | i | -1% | -12% | 26% | i | 22% | 23%
COc1ccc(CNC(=O)c2ccc3c(c2)N(Cc2ccccc2C)C(=O)c2ccccc2S3=O)cc1 (configuration not stated) | 18% | . | i | . | 6% | 13% | . | 1% | -22%
CC(C)NC(=O)N(C)C[C@H]1Oc2c(cccc2N(C)C)C(=O)N([C@H](C)CO)C[C@@H]1C | -32% | 0% | -2% | 2% | 0% | -2% | i | 3% | 2%

Screening data from PubChem BioAssay.
